# Compound activity deposited in PubChem BioAssay by Milwaukee Institute for Drug Discovery.
# Cy5 interf NS3h = counter-screen for HCV NS3 helicase inhibitors: fluorescence interference | Cy5-dT15 DNA with NS3h; actives lie on both sides; signal over control mean, under 1 quenches | fluorescence interference ratio at 100 µM | 6% of 16,000 active | AID 720488;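 active means compound fluorescence over control fluorescence at most 0.8, a quencher, or at least a set upper limit, an enhancer; inactive means ratio between 0.8 and the set upper limit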
# HCV NS3h FP = hepatitis C NS3 helicase inhibition, primary screen | NS3h Cy5-dT15 DNA binding, fluorescence polarization | inhibition, % at 100 µM | 1.6% of 16,000 active;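 active means inhibition above the average over every tested compound plus 3 SD, cut at about 40% in these data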
# The depositor's hits bear a star. Random draw from the library; about 7.6% have a hit in one of these screens.
SMILES,Cy5 interf NS3h,HCV NS3h FP
Cc1ccc(-c2noc(-c3ccc(I)cc3)n2)cc1,1.1,4
CCOc1ccc(NC(=S)NCc2ccco2)cc1,1,3
Cc1ccccc1NC(=O)C(=O)NCCO,1.1,2
COC(=O)c1ccccc1NC(=O)COc1ccc(C)cc1,0.92,12
CC(C)OC(=O)c1cc2n(n1)C(C(F)(F)F)CC(c1cccs1)N2 (stereo not given),1,8
Cc1ccc(N2C(=O)/C(=C/c3ccccc3C)C(=O)NC2=S)cc1,1,3
COc1ccc(OCCNS(=O)(=O)c2ccccc2)cc1,1.1,10
COc1ccc(/C=C2/SC(=S)N(CCCC(=O)OCCN(C)C)C2=O)cc1,0.8*,4
O=[N+]([O-])c1cc(C2Nc3cccc4cccc(c34)N2)ccc1Cl,0.88,2
COc1ccc(/C=C2/SC(=S)NC2=O)cc1OCc1ccc(Cl)cc1,1,8
CCN1C(=O)/C(=C\c2cn(CCC#N)nc2-c2ccccc2)SC1=S,1.1,17
COc1cc(C(=O)NCc2ccco2)c([N+](=O)[O-])cc1OC,1,-18
Cc1ccccc1C(=O)Nc1sc2c(c1C(=O)N1CCCC1)CCCCC2,0.99,7
Cc1ccc(S(=O)(=O)n2cc(/C=C3\SC(N)=NC3=O)c3ccccc32)cc1,1,-12
O=C(NC(=S)Nc1ccc2oc(-c3ccccc3Br)nc2c1)c1ccco1,1,-1
O=S(=O)(c1ccc2c(c1)C(=NO)c1cc(S(=O)(=O)N3CCCC3)ccc1-2)N1CCCC1,1,0
CCCCc1c(C)c2cc(C)ccc2[nH]c1=O,1.1,2
COc1ccc(-c2nn(-c3ccccc3)c(N)c2-c2ccccc2)cc1OC,0.92,21
COc1ccc(C(=O)Nc2ccc(S(=O)(=O)N3CCCC3)cc2)cc1,1.1,-7
C=CCNC(=S)NC(=O)/C=C/c1ccco1,0.97,9
Cc1oc2ccc(O)cc2c1C(O)c1ccccc1 (stereo not given),0.91,4
Nc1ccc(Nc2ccncc2[N+](=O)[O-])cc1,0.95,0
O=C1NC(=O)/C(=C/c2ccc(OC(=O)c3ccccc3I)cc2)S1,1.1,8
S=C(NCC1COc2ccccc2O1)Nc1ccccc1 (stereo not given),1,13
CC(=O)c1ccc(-n2c(C)cc(/C=C(\C#N)C(=O)Nc3ccccc3)c2C)cc1,0.92,0

# New compounds follow
SMILES,Cy5 interf NS3h,HCV NS3h FP
CCOc1ccc(C(=O)Nc2ccc(N(CC)CC)cc2)cc1[N+](=O)[O-],1,11
CCOC(=O)c1ccc(-c2ccc(C(=O)Nc3cccc(-c4nc5ncccc5o4)c3C)o2)cc1,1,-5
C=CCN1C(=O)/C(=C\c2ccc(N(C)C)cc2)SC1=Nc1ccccc1,1,10
COc1ccc2c(c1)C(=O)N(c1ccc(C)cc1C)C(=O)/C2=C/N1CCOCC1,1.1,7
O=C(O)c1ccc(CSc2nc3ccc(N4C(=O)C5CCCCC5C4=O)cc3s2)cc1 (stereo not given),1.1,1
COc1ccc(OC)c(N(CC(=O)Nc2ccc(C)cc2)S(C)(=O)=O)c1,1.1,8
O=C(COc1ccccc1[N+](=O)[O-])Nc1ccc2oc(-c3ccc(Br)cc3)nc2c1,0.89,-18
CCOc1ccc(S(=O)(=O)N(CC(=O)NC)c2ccc(C)cc2)cc1,1.2*,0
COc1ccccc1-n1cnc2cc(NC(C)=O)ccc21,1,3
O=C1S/C(=C\c2cccs2)C(=O)N1c1ccccc1,0.64*,1
CCn1c(=O)c(-c2nc3ccccc3[nH]2)c(O)c2ccccc21,1,10
CCOc1cc(C(=O)Nc2ccc(O)c(-c3nc4ccccc4s3)c2)cc(OCC)c1OCC,1,-8
Clc1ccc(COCc2nc3ccccc3n2Cc2ccc(Cl)cc2)cc1,1,0
O=C(CSc1ccncc1)OCc1ccc([N+](=O)[O-])cc1,0.99,3
CN(C)/C=C/C=C/C=C1\CCC/C(=C\C=C\N(C)C)C1=O,0.91,55*
COC(C)(C)CNS(=O)(=O)c1ccc(C)cc1,0.74*,9
CCOc1ccc(NC(=O)C2=C(C)NC(=O)NC2c2ccc(O)c(OC)c2)cc1 (stereo not given),0.99,1
CCCCOc1ccc(NC(=O)c2cc3cc(Br)ccc3oc2=O)cc1,1,-5
O=C(CN(c1cccc(Cl)c1)S(=O)(=O)c1ccccc1)N1CCc2ccccc2C1,1,15
N/C(=N/OC(=O)c1cccc(F)c1)c1cccnc1,0.98,5
CCOc1ccc(/C=C2/SC(=S)NC2=O)c(OCC)c1,0.93,1
O=c1/c(=C/c2cn(CCOc3ccc(Br)cc3)c3ccccc23)sc2nc3ccccc3n12,1,5
Cc1ccc(OCc2nnc(NC(=O)Nc3ccc(Cl)c(Cl)c3)s2)cc1,0.93,5
CCOC(=O)Cc1csc(NC(=O)COc2ccc(-c3ccccc3)cc2)n1,0.78*,13
Cc1cc(OCC(=O)Nc2c(C)cc(Br)cc2C)ccc1Cl,1,6

# Going on with the list.
SMILES,Cy5 interf NS3h,HCV NS3h FP
CCCC(O)=C1C(=O)CC(C)(C)CC1=Nc1ccc(C)c(C)c1,0.87,14
COc1cc(/C=C2/SC(=S)N(C)C2=O)ccc1OCCOc1ccc(Br)cc1,1.1,-5
O=C(Nc1cc(Oc2ccccc2)cc([N+](=O)[O-])c1)c1cccc(Cl)c1,1,9
Cc1nnc(NC(=O)c2ccc(Oc3ccccc3)cc2)s1,1.1,5
Cc1ccc(C(=O)Nc2ccc(Cl)cn2)cc1[N+](=O)[O-],1,19
N#Cc1c(NC(=O)C(c2ccccc2)c2ccccc2)sc2c1CCC2,1.1,6
CCOC(=O)c1c(C)oc2cc(Br)c(OCC)cc12,0.96,11
O=C(CC1S/C(=N/N=C\C=C\c2ccccc2)NC1=O)Nc1ccc(Cl)cc1 (stereo not given),1,-2
Cc1ccc(CC2CC(=O)N(CCc3ccc4c(c3)OCO4)C2=O)cc1 (stereo not given),1,11
CCOC(=O)C(C(C)=O)c1cc(NS(=O)(=O)c2ccc(C)cc2)c2ccccc2c1NS(=O)(=O)c1ccc(C)cc1 (stereo not given),1,-10
O=C(CCN1C(=O)S/C(=C\c2ccccc2)C1=O)Nc1ccccc1,1,2
COc1ccccc1C(=O)Nc1ccc(-c2cc3ccccc3oc2=O)cc1,0.76*,-30
N#Cc1c(N)n(-c2cccc(O)c2)c2nc3ccccc3nc12,0.97,5
COC(=O)c1cc(C(=O)NC2CCSC2=O)cc([N+](=O)[O-])c1 (stereo not given),1,0
CCOc1ccc2c(=O)c(Oc3ccc(OC)cc3)c(C(F)(F)F)oc2c1,1.1,7
Cc1csc(-c2cc3ccc(OCc4c(F)c(F)c(F)c(F)c4F)cc3oc2=O)n1,1.2,-15
CC(C)=C1C2C=CC1C1C(=O)NC(=O)C21 (stereo not given),0.88,12
O=C(O)c1ccc(S(=O)(=O)c2ccc3c(c2)C(=O)N(c2ccc(O)c(C(=O)O)c2)C3=O)cc1,0.99,5
Cc1ccc(C(=O)N/C(=C/c2ccc(-c3ccc(Cl)cc3)o2)C(=O)NC(C)C)cc1,1,9
O=C(c1cccc(I)c1)N1CCN(c2ccccn2)CC1,1,6
COc1cc(C(=O)Oc2ccc(/C=N\NC(=O)COc3cccc4ccccc34)cc2)cc(OC)c1OC,1,8
CN1C(=O)C(=Cc2ccc(-c3cc([N+](=O)[O-])ccc3O)o2)C(=O)N(C)C1=O,0.94,14
Cc1cc([N+](=O)[O-])ccc1-c1ccc(C(=O)Nc2cc(Cl)cc(Cl)c2)o1,0.92,14
COc1ccc(/C(C)=N/N2CCN(Cc3ccc(Cl)cc3)CC2)cc1OC,0.68*,19
COc1ccc(-c2nn(-c3ccccc3)cc2/C=C/C(=O)c2ccccc2)cc1Br,0.97,13

# (listing goes on)
SMILES,Cy5 interf NS3h,HCV NS3h FP
COc1ccc(NC(=O)CC2CCC2)cc1,1.1,4
Cc1cccc(OCc2nc(-c3ccc([N+](=O)[O-])cc3)no2)c1,1.1,8
COC(=O)C(=C/C=C/N(C)C)C(=O)OC,0.92,3
CC(C)Cc1ccc(C(C)C(=O)Nc2ccc(O)cc2)cc1 (stereo not given),0.91,8
O=C(/C=C/c1ccccn1)c1ccc(NC(=O)c2cccs2)cc1,0.86,6
COc1ccc(S(=O)(=O)N2CCN(C(=O)c3cccs3)CC2)cc1,0.69*,0
COc1ccc(OC)c(S(=O)(=O)NCc2ccco2)c1,0.93,0
CN1CCN(Cc2c(O)ccc3cc(-c4ccccn4)c(=O)oc23)CC1,0.91,4
O=C(CSc1ccccc1)Nc1cccc([N+](=O)[O-])c1,0.95,5
COC(=O)C1=C(C)NC(=O)NC1c1ccc(OCC(N)=O)cc1 (stereo not given),0.93,9
COc1ccc(C(=O)CSc2nnc(-c3cccc(Br)c3)o2)cc1,1,7
COc1ccc(N2C(=O)/C(=C/c3ccc(-c4ccccc4[N+](=O)[O-])o3)SC2=S)cc1,0.87,-2
CC(C)Oc1ccccc1NS(=O)(=O)c1ccccc1[N+](=O)[O-],1.1,-1
COc1ccc(N2C(=O)C=C(Nc3ccccc3)C2=O)cc1,0.87,15
O=C1N/C(=N/N=C\c2ccccc2O)SC1Cc1ccc(Cl)cc1 (stereo not given),1,9
O=C(CSc1nnc(-c2ccncc2)n1-c1ccccc1)c1ccc(F)cc1,1.1,-3
Cc1nc2cc(-c3ccccc3Cl)[nH]n2c(=O)c1Cl,1.1,12
O=C(O)c1cccc(NC(=O)c2ccccc2NC(=O)c2cccs2)c1,1,-1
CCc1cc(=O)oc2cc(OCC(C)=O)ccc12,1,-2
N#CC(C#N)=Cc1cn(-c2ccccc2)nc1-c1cccs1,1,8
COc1ccc(N2C(=O)c3ccc4c5c(ccc(c35)C2=O)CC4)c(OC)c1,1.2,14
COC(=O)c1c(C)oc2ccc(OCc3cc(C)ccc3C)cc12,0.96,13
Cc1ccc(S(=O)(=O)N2CCN(S(C)(=O)=O)C2c2ccccc2)cc1 (stereo not given),1,4
Cc1ccc(SCc2cc(=O)n(-c3nc4ccccc4s3)[nH]2)cc1,0.94,20
CCOc1cccc(C(=O)Nc2ccc(N(CC)CC)cc2)c1,1,-4

# Arranged by formula weight (lowest first): some entries from above
SMILES,Cy5 interf NS3h,HCV NS3h FP
COc1ccc(NC(=O)CC2CCC2)cc1,1.1,4
CC(C)Cc1ccc(C(C)C(=O)Nc2ccc(O)cc2)cc1 (stereo not given),0.91,8
Cc1cccc(OCc2nc(-c3ccc([N+](=O)[O-])cc3)no2)c1,1.1,8
CCOc1cccc(C(=O)Nc2ccc(N(CC)CC)cc2)c1,1,-4
CN1CCN(Cc2c(O)ccc3cc(-c4ccccn4)c(=O)oc23)CC1,0.91,4
COc1ccc(S(=O)(=O)N2CCN(C(=O)c3cccs3)CC2)cc1,0.69*,0

# Of the compounds above, seven have four or more nitrogen atoms.
SMILES,Cy5 interf NS3h,HCV NS3h FP
CCN1C(=O)/C(=C\c2cn(CCC#N)nc2-c2ccccc2)SC1=S,1.1,17
Nc1ccc(Nc2ccncc2[N+](=O)[O-])cc1,0.95,0
Cc1ccc(OCc2nnc(NC(=O)Nc3ccc(Cl)c(Cl)c3)s2)cc1,0.93,5
O=C(CC1S/C(=N/N=C\C=C\c2ccccc2)NC1=O)Nc1ccc(Cl)cc1 (stereo not given),1,-2
N#Cc1c(N)n(-c2cccc(O)c2)c2nc3ccccc3nc12,0.97,5
O=C(CSc1nnc(-c2ccncc2)n1-c1ccccc1)c1ccc(F)cc1,1.1,-3
N#CC(C#N)=Cc1cn(-c2ccccc2)nc1-c1cccs1,1,8

# Additional results follow.
SMILES,Cy5 interf NS3h,HCV NS3h FP
COc1ccc(C)cc1C(=O)CCC(=O)O,0.99,-10
Cc1cc(-c2ccc(C)o2)c(C#N)c(SCC(=O)c2ccccc2)n1,1,-5
O=C(Nc1nnc(-c2ccccc2)s1)c1cccc(Cl)c1,1.1,2
O=C(NC1Sc2ccccc2N=C1c1ccccc1)c1ccco1 (stereo not given),0.82,11
O=C1CCC(C(=O)Nc2ccccc2)N1 (stereo not given),1,2
CCOC(=O)C1=C(C)NC2=C(C(=O)CC(C)(C)C2)C1c1coc2ccccc2c1=O (stereo not given),1.1,0
O=C1/C(=C\c2ccc(-c3ccccc3Cl)o2)SC(=S)N1Cc1ccccc1,1,1
Clc1ccccc1CSc1nc2ncccc2[nH]1,1.1,18
CCOC(=O)c1ccc(N2C(=O)CC(=O)NC2=O)cc1,1.2,-6
CCOc1ccc(NC(=O)CN(c2ccc(OC)c(Cl)c2)S(C)(=O)=O)cc1,1,10
CC(C)CC(=O)NS(=O)(=O)c1ccc(NS(C)(=O)=O)cc1,1.1,-5
O=C(O)c1ccc(-c2ccc(C=C3C(=O)c4ccccc4C3=O)o2)cc1Cl,1.1,22
CCCC(C(=O)O)N1C(=O)/C(=C\c2ccc(-c3ccc([N+](=O)[O-])cc3)o2)SC1=S (stereo not given),0.86,84*
CN(c1ccc(C(=O)O)cc1)S(=O)(=O)c1ccccc1,1.1,0
COC(=O)COc1ccc(/C=C2/C(=O)N(c3ccccc3)N=C2C)cc1,1.1,10
Cc1ccc(S(=O)(=O)n2cnc3cc([N+](=O)[O-])ccc32)cc1C,0.96,2
OC(Cc1ccccc1)(c1ccc(F)cc1)C(CN1CCOCC1)c1ccccc1 (stereo not given),0.94,10
O=C(Oc1ccc(Br)cc1C(=S)N1CCOCC1)c1ccc([N+](=O)[O-])cc1,0.97,-4
Cc1ccc(N=C(NO)c2ccc(Cl)cc2Cl)cc1,0.68*,15
Fc1ccccc1CSc1nc2ncccc2[nH]1,1.1,31
O=C(/C=C/c1ccc(Cl)cc1)Nc1ccc(Cl)cn1,1.1,-2
Cc1nnc(NC(=O)c2cc(-c3ccc(Cl)cc3)nc3ccccc23)s1,1.1,14
CC(C)COc1ccc(C(=O)NCCc2c[nH]c3ccccc23)cc1,1,15
CC(Sc1nnc(N)s1)c1ccccc1 (stereo not given),0.89,1
